aSyn yeast inh: alpha-synuclein toxicity inhibition in yeast. hit rate 0.14% among 370,000. Yeast expressing alpha-synuclein, growth rescue, BacTiter-Glo, 24 h. Potency, µM (doses to about 46.1 µM), inactives show at the top dose growth rescue (activation), usual class: activators; also: potency is read from the fitted curve at half-maximal effect; % of control where 0% means no effect; nearly all actives have a fitted effect of over 65% in size
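Rescue of yeast growth: cells expressing toxic alpha-synuclein, induced in galactose at OD600 0.02, incubated with compound 24 h at 30 C. ATP luminescence quantified growth; inhibitors of toxicity appear as activators.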
GLP-1R agonist: agonists of human GLP-1 receptor. HEK293 GLP-1R CRE-luciferase, luminescence, 4-6 h; cells express a hypersensitive GLP-1R form. Potency, µM (series often up to 45.6 µM), for the others: at the highest dose activation, actives largely listed as activators. hit rate 0.007% among 380,000. AID 624172; also: potency is read from the fitted curve at half-maximal effect; % of control where 0% means no effect
Target sequence (P43220 whole entry, looked up): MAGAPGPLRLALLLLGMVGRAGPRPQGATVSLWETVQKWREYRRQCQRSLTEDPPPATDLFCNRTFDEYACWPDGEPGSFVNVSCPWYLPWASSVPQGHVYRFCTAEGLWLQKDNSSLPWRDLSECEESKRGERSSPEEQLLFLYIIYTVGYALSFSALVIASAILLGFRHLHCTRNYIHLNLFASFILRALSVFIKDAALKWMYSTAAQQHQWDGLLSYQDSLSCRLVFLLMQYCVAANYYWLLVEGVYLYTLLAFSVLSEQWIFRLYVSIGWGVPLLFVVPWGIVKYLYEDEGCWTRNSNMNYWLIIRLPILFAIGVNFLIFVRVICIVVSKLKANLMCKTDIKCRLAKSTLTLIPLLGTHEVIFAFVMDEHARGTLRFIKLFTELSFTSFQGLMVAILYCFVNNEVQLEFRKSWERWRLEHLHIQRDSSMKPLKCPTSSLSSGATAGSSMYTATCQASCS
GLP1R inv ag: inverse agonists of human GLP-1 receptor; AID 624417; HEK293 GLP-1R CRE-luciferase, luminescence, 24 h; GLP-1R form is constitutively active; Potency, µM (titrated, usually from 38.3 µM), for inactives: at the top dose activity change, negative = inhibition, usual class: inhibitors; hit rate 1.6% among 410,000; P43220; also: potency is read from the fitted curve at half-maximal effect; % is scaled to controls: 0 for no effect and ±100 for the full control effect; nearly all actives have a fitted effect of over 55% in size
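Readout was luciferase luminescence, measured 12 min after detection reagent at room temperature. Beforehand, GLP-1R reporter HEK293 cells had sat 12 h, then received compounds for 24 hr at 37 deg C.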
FUS suppressor: FUS proteinopathy suppression in yeast; S. cerevisiae FUS-expressing, growth rescue, OD600, 24 h; Potency, µM (doses to about 76.6 µM), for the others: at the highest dose growth rescue (activation), usual class: activators; hit rate 0.24% among 390,000;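 also: potency is read from the fitted curve at half-maximal effect; plate controls were DMSO vehicle for no effect and reference control for full effect; nearly all actives have a fitted effect of over 55% in size; some results filed as inactive show a strong effect at the top dose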
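FUS-expressing yeast, raffinose-pregrown, induced in 2% galactose minimal medium at OD 0.005; compounds in a dilution series, 24hr at 30C. Growth restoration read as absorbance at 600 nm. CP55940 positive control, DMSO negative.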
PTHR1 ag: activates the human parathyroid hormone receptor PTHR1 | Q03431 | HEK293 GP2 PTHR1 cells, GloSensor cAMP luminescence, 1 h | Potency, µM (series often up to 115 µM), inactives show top-dose activation, usual class: activators | hit rate 0.075% among 410,000; also: potency is read from the fitted curve at half-maximal effect; nearly all actives have a fitted effect of over 55% in size; some results filed as inactive show a strong effect at the top dose; inactives centre near -15; many of its hits are not listed in these tables
Target sequence (Q03431 whole entry, looked up): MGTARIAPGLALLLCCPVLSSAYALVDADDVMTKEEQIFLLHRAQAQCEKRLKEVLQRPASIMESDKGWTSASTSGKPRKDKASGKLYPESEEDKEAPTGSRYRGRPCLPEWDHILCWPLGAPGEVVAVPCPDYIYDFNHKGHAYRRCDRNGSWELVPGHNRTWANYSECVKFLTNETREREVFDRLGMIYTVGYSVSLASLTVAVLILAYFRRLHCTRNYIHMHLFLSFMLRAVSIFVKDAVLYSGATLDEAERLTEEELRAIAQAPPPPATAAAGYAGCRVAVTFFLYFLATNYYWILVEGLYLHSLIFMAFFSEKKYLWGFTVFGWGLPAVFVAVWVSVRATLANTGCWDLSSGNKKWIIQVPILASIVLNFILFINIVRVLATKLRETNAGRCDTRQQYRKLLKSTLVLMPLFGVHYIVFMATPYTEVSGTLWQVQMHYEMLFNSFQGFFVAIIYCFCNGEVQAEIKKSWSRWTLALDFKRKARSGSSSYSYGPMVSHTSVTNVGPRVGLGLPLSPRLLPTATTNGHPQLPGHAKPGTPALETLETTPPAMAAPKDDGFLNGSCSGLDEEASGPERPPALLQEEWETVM
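HEK-293-derived GP2 cells expressing PTHR1 and a GloSensor cAMP reporter, 3,000/well, plated overnight, given luciferin plus IBMX (each 0.5 mM as added) for 1 h at 37 °C, then compound for 1 h at 37 °C. Luminescence was read after 15 min at room temperature.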
TDP43 rescue: rescues yeast growth from TDP-43 toxicity. AID 652104. TDP-43 expressing yeast growth rescue, BacTiter-Glo, 24 h. Potency, µM (doses to about 46.1 µM), for inactives: top-dose growth rescue (activation), most hits filed as activators. hit rate 1.8% among 410,000; also: potency is read from the fitted curve at half-maximal effect; % of control where 0% means no effect; nearly all actives have a fitted effect of over 50% in size
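Yeast cells expressing TDP-43 under galactose induction are exposed to compounds for 24 hr at 30 deg C. BacTiter-Glo luminescence measures growth, so protective compounds score as activators.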
Abeta yeast res: compounds reversing amyloid beta toxicity in yeast. Potency, µM (titrated, usually from 46.1 µM), for the others: at the top dose growth rescue, actives largely listed as activators. hit rate 0.063% among 410,000. yeast expressing A-beta42, growth rescue, OD600, 48 h; response scale: 0% DMSO, 100% iron-clioquinol control; also: potency is read from the fitted curve at half-maximal effect; nearly all actives have a fitted effect of over 55% in size
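Yeast A-beta toxicity model in growth medium with pinned compounds, 48 h at 30 C; growth read as absorbance at 600 nm. Normalized to FeCl3/clioquinol equimolar mix (positive) and DMSO (negative).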
Akt phos inh: Akt phosphorylation inhibition; Neuro2A IGF-stimulated pAkt S473 HTRF, 20 min; active compounds read low; activity change, % for hits at 50 µM; hit rate 0.32% among 360,000; AID 651550; in the data active = activity change below about -80%; inconclusive = mostly about -51% to -80%; also: % is scaled to controls: 0 for no effect and ±100 for the full control effect
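Neuro2A cells in DMEM with 0.5% FBS, overnight at 37 deg C, given compound at single 50 µM final, then IGF (6 nM final) for 20 min at 37 deg C. Lysed; phospho-Akt Ser473 by HTRF after 24 h, 665/615 ratio.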
D3 antag: antagonists of human D3 dopamine receptor; D3R cells, DiscoveRx beta-arrestin luminescence, antagonist mode; active compounds read low; max response, negative = inhibition, %; hit rate 2.5% among 360,000; AID 652054; P35462; in the data active = max response below about -50%; inconclusive = no clear call, values can overlap the other calls; also: % is scaled to controls: 0 for no effect and ±100 for the full control effect; mostly tested at two doses, the higher about 12 µM
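Cells expressing the human receptor were seeded at 1500 cells/well, incubated overnight at 37 degrees C in 5% CO2, then exposed to library compounds with dopamine controls for 90 minutes at 37 degrees C before luminescent detection.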
Starred values were filed as active, the others as inactive; i = inactive; u = inconclusive; x = not tested or not shown; [ ] = another dose, or the depositor's remark. Unless noted, calls follow the shape of the dose curve; as a rule, active = well fitted curve in the direction sought with a large enough effect; inconclusive = small, poorly fitted or top-dose-only effect, or another doubt; inactive = no such curve, though single readings can be large; an effect the other way counts as inactive or inconclusive.

The line under a structure holds: aSyn yeast inh	GLP-1R agonist	GLP1R inv ag	FUS suppressor	PTHR1 ag	TDP43 rescue	Abeta yeast res	Akt phos inh	D3 antag
1: COc1ccc(S(=O)(=O)N2CCN(C(=O)c3c(C)nn(-c4ccccc4)c3C)CC2)cc1
 : 1%	-9%	2%	x	i	1%	4%	i	1
2: Cc1ccsc1C(C(=O)NC(C)(C)C)N(C(=O)c1csnn1)c1ccccc1 (stereo unspecified)
 : 8%	12%	-7%	-22%	1%	14%	-21%	i	0
3: CCOC(=O)c1c(NC(=O)C2C3CCC(O3)C2C(=O)O)sc(C)c1-c1ccc(F)cc1 (stereo unspecified)
 : 6%	-13%	u	12%	-28%	15%	-4%	i	-9
4: COC(=O)c1sccc1NC(=S)N1CCN(c2ccccc2F)CC1
 : 9%	-11%	16%	-15%	i	14%	16%	i	5
5: O=C(c1ccco1)N1CCN(C(=O)c2ccc(CS(=O)c3ccc(Br)cc3)o2)CC1 (stereo unspecified)
 : -5%	-2%	5%	-21%	-49%[inhibitor]	19%	15%	i	15
6: CC1(Cc2ccc(F)cc2)C(=O)Nc2c(Cl)cccc21 (stereo unspecified)
 : 13µM*	4%	u	2%	0%	28µM*	25%	i	6
7: N/C(=N\OC(=O)Cc1ccc(-c2ccccc2)cc1)c1ccncc1
 : 6%	27%	-26%	11%	-7%	-7%[9.22 µM]	-8%	i	14
8: O=C1/C(=C\c2ccc([N+](=O)[O-])cc2)CCc2ccccc21
 : -8%	-5%	14%	-9%	-84%[inhibitor]	u	-18%	i	u
9: CCC(=O)Nc1ccc(NC(=O)CSc2nc3cc4c(cc3cc2C)CCC4)cc1
 : -1%	-1%	2%	5%	i	-9%	7%	i	3
10: CCOC(=O)c1ccc(-c2cccc(-c3cc(=O)oc4cc(OC)cc(OC)c34)c2)cc1
 : -7%	9%	13%	-13%	-31%[inhibitor]	-3%	8%	i	35
11: Cc1c(C(=O)N2CCC(C(=O)Nc3ccc(F)cc3)CC2)sc2nc[nH]c(=O)c12
 : x	x	-6%	-4%	13%	-10%	-16%	x	x
12: COCCCNC(=O)c1c(N)n(/N=C/c2ccccn2)c2nc3ccccc3nc12
 : 5%	7%	-25%	15%	-84%[inhibitor]	26%	-15%	i	42
13: COc1ccc(CNC(=O)C2CSC(c3ccc(OC)cc3)N2C(C)=O)cc1 (stereo unspecified)
 : -2%	-8%	11%	-10%	-17%	3%	-1%	i	-3
14: COc1ccc(CC2(C)OC(c3ccccc3)=NN2C(C)=O)cc1 (stereo unspecified)
 : 3%	-13%	6%	x	i	3%	5%	i	-8
15: COCCn1c(=O)[nH]c2cc(C(=O)N3CCN(c4ccccc4OC)CC3)ccc2c1=O
 : -1%	-10%	13%	8%	-4%[57.5 µM]	6%	6%	i	-15
16: CCCCNC(=S)NNC(=O)c1cccnc1
 : -1%	-10%	-2%	7%	i	9%	10%	i	-6
17: COC(=O)CNC(c1ccccc1)c1cc(Br)ccc1NS(=O)(=O)c1ccc(C)cc1 (stereo unspecified)
 : 18%	-12%	u	x	-5%	u	1%	i	-10
18: COCCn1nnnc1C(c1ccc(OC)cc1)N1CCN(C(=O)c2ccco2)CC1 (stereo unspecified)
 : -5%	-1%	2%	15%	-35%[inhibitor]	-2%	-10%	i	-2
19: CCc1nc2ccc(C(=O)N(C)CCCN(C)C)cn2c1N(C)C(=O)C1CCCCC1
 : 0%	2%	3%	-9%	-5%	-2%	1%	i	0
20: Cc1cc2oc3ccc(NCCC4CCCN4C)cc3c(=O)c2cc1C (stereo unspecified)
 : -14%	17%	u	18%	i	-44%[inhibitor]	-24%	i	-2

3 compounds already listed, sorted by the number in PTHR1 ag, highest first.
| item | canonical_smiles | PTHR1 ag |
| --- | --- | --- |
| 2 | Cc1ccsc1C(C(=O)NC(C)(C)C)N(C(=O)c1csnn1)c1ccccc1 (stereo unspecified) | 1% |
| 6 | CC1(Cc2ccc(F)cc2)C(=O)Nc2c(Cl)cccc21 (stereo unspecified) | 0% |
| 3 | CCOC(=O)c1c(NC(=O)C2C3CCC(O3)C2C(=O)O)sc(C)c1-c1ccc(F)cc1 (stereo unspecified) | -28% |

3 records picked at random from those above:
The line under a structure holds: aSyn yeast inh	GLP-1R agonist	GLP1R inv ag	FUS suppressor	PTHR1 ag	TDP43 rescue	Abeta yeast res	Akt phos inh	D3 antag
9: CCC(=O)Nc1ccc(NC(=O)CSc2nc3cc4c(cc3cc2C)CCC4)cc1
 : -1%	-1%	2%	5%	i	-9%	7%	i	3
2: Cc1ccsc1C(C(=O)NC(C)(C)C)N(C(=O)c1csnn1)c1ccccc1 (stereo unspecified)
 : 8%	12%	-7%	-22%	1%	14%	-21%	i	0
4: COC(=O)c1sccc1NC(=S)N1CCN(c2ccccc2F)CC1
 : 9%	-11%	16%	-15%	i	14%	16%	i	5

Additional records.
The line under a structure holds: aSyn yeast inh	GLP-1R agonist	GLP1R inv ag	FUS suppressor	PTHR1 ag	TDP43 rescue	Abeta yeast res	Akt phos inh	D3 antag
21: Cc1oc(-c2ccc(F)cc2)nc1CN1CCCC(C(=O)N2CCOCC2)C1 (stereo unspecified)
 : -3%	-2%	-3%	6%	i	-5%	10%	i	-14
22: Cc1ccc(NC(=O)Nc2cn(C)c(=O)c3ccccc23)c(Cl)c1
 : x	6%	11%	8%	-18%	u	3%	x	x
23: O=C(NCCCN1CCCC1)c1cc2c(Cl)nc3ccccc3c2s1
 : 4%	23%	u	16%	-13%	0%[0.397 µM]	-14%	i	u
24: C/C(=N\NC(=O)c1nnn(-c2nonc2N)c1CSc1ccc(Cl)cc1)c1ccco1
 : 0%	5%	-5%	8%	i	5%	10%	i	-15
25: COC(=O)C(C)NC(=O)N1CCN(c2nnc(C)c3c(C)n(-c4ccc(Cl)cc4)nc23)CC1 (stereo unspecified)
 : x	x	-1%	-18%	-22%	10%	-8%	x	x
26: COc1ccc(C(CC(=O)N2CCCCC2)c2c(OC)cc(OC)c3c(-c4ccccc4)cc(=O)oc23)cc1 (stereo unspecified)
 : -21%	-4%	u	u	i	18%	6%	i	-8
27: Cc1ccc(C(=O)N/C(=C/c2cccnc2)C(=O)O)cc1
 : 0%	-15%	4%	x	-23%	4%	-11%	i	0
28: O=C1CC(c2ccccc2Cl)C2=C(COC2=O)N1 (stereo unspecified)
 : -4%	3%	0%	8%	16%[57.5 µM]	3%	6%	i	19
29: COc1ccc(Cl)cc1NC(=O)C1CC(=O)N(c2ccc(F)cc2)C1 (stereo unspecified)
 : 8%	0%	u	-2%	i	-4%	-15%	i	6
30: Cc1c(OCC(=O)NCCN2CCOCC2)ccc2c(-c3ccccc3)cc(=O)oc12
 : 2%	1%	1%	-33%	-2%	14%	2%	i	4
31: CC(C)C(C)(C#N)NC(=O)CSc1nc(C2CCCCC2)n(-c2ccccc2)n1 (stereo unspecified)
 : 0%	-2%	u	x	i	-2%	-5%	i	14
32: C/C(=N\Nc1cc(C)nc(NCc2ccccc2)n1)c1ccc([N+](=O)[O-])cc1
 : 9%	11%	-17%	19%	-6%	12%	2%	i	3
33: O=C(c1cc(-c2ccccc2O)on1)N1CCc2ccccc2C1
 : 1%	6%	-15%	-20%	-40%[inhibitor]	20%	12%	i	-21
34: CN(C)S(=O)(=O)Nc1cc(Cl)cc(Cl)c1
 : -2%	-1%	u	3%	-15%	28%	4%	i	14
35: O=C(NC1(C(F)(F)F)NC(=O)N(Cc2ccco2)C1=O)c1cccnc1 (stereo unspecified)
 : -2%	8%	0%	-28%	i	-24%	-1%[9.22 µM]	i	3
36: Cc1ccc(S(=O)(=O)NC2CCCCC2)c(C)c1NS(C)(=O)=O
 : -3%	5%	3%	12%	-63%	-9%	-7%	i	-11
37: COC(=O)C1=C(C)NC(C)=C(C(=O)OC)C1C(=O)OCc1nnc(-c2ccccc2Cl)o1
 : 0%	13%	8%	-3%	-1%	1%	6%	i	-6
38: CSCc1ccc(C(=O)Nc2cccc(C)c2C)cc1
 : 3%	0%	u	x	-17%	6%	8%	i	-9
39: COc1ccc(OCCNS(=O)(=O)c2cccc([N+](=O)[O-])c2)cc1
 : -1%	5%	-16%	12%	-20%	u	-6%	i	3
40: Fc1ccc(OCc2nc(-c3ccncc3)n[nH]2)cc1
 : -2%	2%	-4%[7.66 µM]	1%	-24%	10%[9.22 µM]	0%	i	u
41: COc1cc2c(cc1OC)C(C(=O)Nc1cc(OC)c(OC)c(OC)c1)C(c1cccnc1)N(C)C2=O (stereo unspecified)
 : 1%	2%	23%	23%	i	x	5%	i	-1
42: Cc1cc(C)n(-c2nc3c(c(=O)[nH]c(=O)n3C)n2Cc2cccc(Br)c2)n1
 : -1%	5%	4%	-4%	i	24%	3%	i	-6
43: COc1ccccc1Nc1nc(NCCO)nc(N)c1[N+](=O)[O-]
 : -6%	11%	5%	12%	i	-6%	-15%	i	-16
44: CCOc1ccccc1-n1nnnc1SCC(=O)Nc1cc(C)on1
 : 0%	7%	-6%	8%	i	-14%	7%	i	-18

Screening data deposited in PubChem BioAssay by National Center for Advancing Translational Sciences (NCATS).

These rows are one share of the data; rates above refer to the full screens.
